# AT treatment – potential ataxia-telangiectasia treatment. […] A-T fibroblasts, KAP-1 phosphorylation AlphaLISA; neocarzinostatin DNA damage 30 min before lysis. Potency, µM (series often up to 57.5 µM), inactives show at the top dose activation, usual class: activators. actives 0.19% (n = 320,000). AID 485349; also: potency is read from the fitted curve at half-maximal effect; % of control where 0% means no effect; nearly all actives have a fitted effect of over 45% in size
#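 hTERT-immortalized A-T patient fibroblasts ([…]), 500 cells/well in OPTI-MEM, 1% FBS, got compounds for 60 min, then NCS for 30 min at 37C. Lysates were then assayed for phospho-KAP-1 by AlphaLISA (anti-pKAP1 donor, anti-KAP1 acceptor beads), 6 hr at 25C.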
# FBPA coupling cs – inhibits coupling enzyme system, counter-screen for aldolase hits; coupling enzyme system counterscreen, AmpLite Red fluorescence; activity change, negative = inhibition, % at 58.2 µM, hits read low; actives 0.67% (n = 290,000); in the data active = activity change below about -30%; also: % is scaled to controls: 0 for no effect and ±100 for the full control effect
#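 Compounds tested against the coupling enzymes alone at 57.5 uM final; readout was AmpLite Red fluorescence (525/598 nm) after 20 min at RT.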
# KCNH2 WT inh – inhibitors of human wildtype KCNH2 potassium channel; actives 0.37% (n = 340,000); Q12809; AID 720551; activity change, % at 1.84 µM; U2OS, BacMam KCNH2, thallium flux FluxOr; active compounds read low;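 active = maximum activity change below -70%; inconclusive = maximum activity change between -70% and -50%; inactive = maximum activity change above -50%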; also: % is scaled to controls: 0 for no effect and ±100 for the full control effect
#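 U2OS cells transduced with wild-type KCNH2 virus are loaded with FluxOr dye for 45 min, and thallium flux is measured in kinetic reads before and after stimulation buffer. Rate constants are normalized to DMSO controls.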
# KCNH2 3.1 block – blocks the human KCNH2 3.1 channel isoform; U2OS KCNH2 3.1, thallium flux FluxOr; active compounds read low; activity change, % (tested at about 1.8 µM); actives 0.95% (n = 340,000); AID 720553;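 active = maximum activity change below -70%; inconclusive = maximum activity change from -70% to -50%; inactive = maximum activity change above -50%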;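 also: thallium influx rate constant from kinetic fluorescence after stimulation buffer; % is scaled to controls: 0 for no effect and ±100 for the full control effect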
#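 Virally transduced U2OS (3.1 isoform, 4 h infection in dark at RT) → overnight 37 C → FluxOr + Red40 in HBSS/HEPES, 45 min → stimulation buffer, 2 min kinetic read → rate constant vs DMSO controls.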
# CXXC DNA block – MLL CXXC-DNA interaction inhibition; Q03164; MLL-CXXC / FITC-HOXA9 DNA fluorescence polarization; Potency, µM (doses to about 115 µM), inactives show at the top dose activity change, negative = inhibition, actives largely listed as inhibitors; actives 0.037% (n = 290,000); active = well fitted inhibition curve with a large enough effect in the polarisation, with a control signal flat, not every such curve was filed as active; inconclusive = small, poorly fitted or top-dose-only effect, or effect the other way, or a change in a side signal; inactive = no such curve, though single readings can be large or run the other way; the % refers to the polarisation; also: potency is read from the fitted curve at half-maximal effect
# Target sequence (Q03164 whole entry, looked up): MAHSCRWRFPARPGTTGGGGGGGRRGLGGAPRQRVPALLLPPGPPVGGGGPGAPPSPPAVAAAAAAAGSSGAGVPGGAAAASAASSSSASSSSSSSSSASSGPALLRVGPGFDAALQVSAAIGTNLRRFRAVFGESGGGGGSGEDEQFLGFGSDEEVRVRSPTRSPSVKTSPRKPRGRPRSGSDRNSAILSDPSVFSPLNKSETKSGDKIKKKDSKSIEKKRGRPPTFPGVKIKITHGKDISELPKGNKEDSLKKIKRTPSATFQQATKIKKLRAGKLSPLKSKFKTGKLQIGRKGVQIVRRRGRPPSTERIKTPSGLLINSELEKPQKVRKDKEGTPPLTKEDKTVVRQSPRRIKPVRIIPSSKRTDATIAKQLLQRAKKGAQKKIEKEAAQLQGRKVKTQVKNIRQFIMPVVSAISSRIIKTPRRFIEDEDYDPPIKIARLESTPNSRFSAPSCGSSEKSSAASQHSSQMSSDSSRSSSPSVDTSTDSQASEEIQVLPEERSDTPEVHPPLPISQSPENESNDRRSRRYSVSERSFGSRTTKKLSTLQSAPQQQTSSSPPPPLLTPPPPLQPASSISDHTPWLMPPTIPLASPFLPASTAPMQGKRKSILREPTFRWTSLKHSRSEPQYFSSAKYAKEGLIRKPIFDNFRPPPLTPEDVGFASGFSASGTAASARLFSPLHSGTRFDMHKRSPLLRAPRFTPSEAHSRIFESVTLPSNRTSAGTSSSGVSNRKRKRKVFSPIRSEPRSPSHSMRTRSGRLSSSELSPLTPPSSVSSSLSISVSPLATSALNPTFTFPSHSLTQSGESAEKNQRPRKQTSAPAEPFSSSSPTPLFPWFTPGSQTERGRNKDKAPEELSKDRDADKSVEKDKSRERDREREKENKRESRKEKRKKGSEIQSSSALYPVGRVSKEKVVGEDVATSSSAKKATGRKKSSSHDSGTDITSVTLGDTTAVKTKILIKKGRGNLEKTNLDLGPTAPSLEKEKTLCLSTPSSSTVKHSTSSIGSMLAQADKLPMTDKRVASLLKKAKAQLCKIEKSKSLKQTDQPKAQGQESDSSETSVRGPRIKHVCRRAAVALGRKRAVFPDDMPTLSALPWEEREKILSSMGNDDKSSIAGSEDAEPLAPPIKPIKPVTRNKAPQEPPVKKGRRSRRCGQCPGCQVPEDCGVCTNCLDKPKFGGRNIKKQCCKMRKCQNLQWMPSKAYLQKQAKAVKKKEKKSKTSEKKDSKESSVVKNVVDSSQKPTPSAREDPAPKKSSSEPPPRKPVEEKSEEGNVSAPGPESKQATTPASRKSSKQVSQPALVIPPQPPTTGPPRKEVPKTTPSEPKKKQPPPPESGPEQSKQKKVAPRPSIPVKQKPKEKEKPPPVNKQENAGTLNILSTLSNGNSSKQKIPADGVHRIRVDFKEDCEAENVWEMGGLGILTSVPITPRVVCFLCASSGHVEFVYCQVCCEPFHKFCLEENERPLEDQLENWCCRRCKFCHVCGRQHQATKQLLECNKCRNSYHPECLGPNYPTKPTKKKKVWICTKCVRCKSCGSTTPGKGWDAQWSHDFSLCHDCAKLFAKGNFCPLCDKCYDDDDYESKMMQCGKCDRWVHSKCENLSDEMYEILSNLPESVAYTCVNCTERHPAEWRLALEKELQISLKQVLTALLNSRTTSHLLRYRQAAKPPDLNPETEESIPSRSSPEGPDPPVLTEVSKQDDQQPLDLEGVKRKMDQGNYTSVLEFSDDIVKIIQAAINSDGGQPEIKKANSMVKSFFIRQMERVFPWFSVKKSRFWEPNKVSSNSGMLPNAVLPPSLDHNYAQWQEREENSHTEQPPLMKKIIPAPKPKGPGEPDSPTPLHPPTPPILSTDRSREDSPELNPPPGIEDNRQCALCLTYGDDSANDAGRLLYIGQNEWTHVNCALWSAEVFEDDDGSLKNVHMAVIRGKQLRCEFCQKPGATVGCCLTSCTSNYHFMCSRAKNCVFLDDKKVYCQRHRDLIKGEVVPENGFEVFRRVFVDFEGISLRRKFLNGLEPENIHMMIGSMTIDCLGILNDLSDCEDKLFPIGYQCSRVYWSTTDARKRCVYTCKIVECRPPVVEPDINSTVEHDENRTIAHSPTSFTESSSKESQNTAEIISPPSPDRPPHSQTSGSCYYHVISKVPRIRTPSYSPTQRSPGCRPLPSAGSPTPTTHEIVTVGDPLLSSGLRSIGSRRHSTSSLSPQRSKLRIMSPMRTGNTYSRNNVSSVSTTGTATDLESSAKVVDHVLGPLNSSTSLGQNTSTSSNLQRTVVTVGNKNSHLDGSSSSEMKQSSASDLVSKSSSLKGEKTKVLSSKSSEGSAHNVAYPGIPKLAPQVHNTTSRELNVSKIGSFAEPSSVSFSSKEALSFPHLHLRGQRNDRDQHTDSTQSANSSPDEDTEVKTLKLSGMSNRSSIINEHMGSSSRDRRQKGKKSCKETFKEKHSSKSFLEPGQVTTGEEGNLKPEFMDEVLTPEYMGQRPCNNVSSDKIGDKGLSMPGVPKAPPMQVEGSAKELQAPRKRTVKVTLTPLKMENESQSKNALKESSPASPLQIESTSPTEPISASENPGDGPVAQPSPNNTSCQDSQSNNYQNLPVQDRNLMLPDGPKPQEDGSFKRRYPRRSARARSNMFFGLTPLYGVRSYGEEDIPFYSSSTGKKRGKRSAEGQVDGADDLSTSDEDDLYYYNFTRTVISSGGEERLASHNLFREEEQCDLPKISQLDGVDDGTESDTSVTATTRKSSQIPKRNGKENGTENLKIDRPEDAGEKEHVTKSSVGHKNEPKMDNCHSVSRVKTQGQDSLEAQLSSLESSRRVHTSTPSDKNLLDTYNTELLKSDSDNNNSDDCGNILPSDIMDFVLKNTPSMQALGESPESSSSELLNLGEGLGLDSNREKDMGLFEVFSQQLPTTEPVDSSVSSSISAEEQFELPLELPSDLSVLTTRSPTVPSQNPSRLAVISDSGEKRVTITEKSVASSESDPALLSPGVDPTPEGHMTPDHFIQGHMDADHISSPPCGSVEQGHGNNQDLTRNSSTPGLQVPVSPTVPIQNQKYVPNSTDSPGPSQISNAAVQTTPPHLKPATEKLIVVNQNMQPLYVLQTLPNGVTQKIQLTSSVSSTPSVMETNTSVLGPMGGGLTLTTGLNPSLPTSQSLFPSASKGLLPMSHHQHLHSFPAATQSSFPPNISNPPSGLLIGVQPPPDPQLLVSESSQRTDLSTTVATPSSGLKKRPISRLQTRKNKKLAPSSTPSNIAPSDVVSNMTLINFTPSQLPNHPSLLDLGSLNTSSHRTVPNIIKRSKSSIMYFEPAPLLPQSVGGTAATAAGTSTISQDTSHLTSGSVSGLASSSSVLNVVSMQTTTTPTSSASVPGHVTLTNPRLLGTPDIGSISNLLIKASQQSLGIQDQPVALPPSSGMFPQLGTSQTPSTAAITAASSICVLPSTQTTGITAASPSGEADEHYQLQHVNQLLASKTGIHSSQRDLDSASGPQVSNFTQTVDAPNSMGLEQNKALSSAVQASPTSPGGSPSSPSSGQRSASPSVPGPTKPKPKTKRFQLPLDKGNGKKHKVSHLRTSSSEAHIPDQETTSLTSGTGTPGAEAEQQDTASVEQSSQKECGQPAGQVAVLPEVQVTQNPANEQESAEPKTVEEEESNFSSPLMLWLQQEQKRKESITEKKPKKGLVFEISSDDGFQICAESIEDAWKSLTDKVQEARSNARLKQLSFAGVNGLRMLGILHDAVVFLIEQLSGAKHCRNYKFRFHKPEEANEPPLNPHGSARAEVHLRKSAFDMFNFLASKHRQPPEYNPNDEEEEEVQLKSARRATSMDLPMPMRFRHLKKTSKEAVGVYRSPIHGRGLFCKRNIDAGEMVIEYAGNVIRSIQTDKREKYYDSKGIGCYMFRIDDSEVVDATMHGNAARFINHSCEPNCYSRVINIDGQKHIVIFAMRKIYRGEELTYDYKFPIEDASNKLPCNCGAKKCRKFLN
#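 Steps: dispense CXXC domain solution (7 uM) → pin compounds or unlabeled HOX-A9 DNA control → 5 min ambient → add FLSN-HOX-A9 solution (50 nM) → spin → 30 min ambient → fluorescence polarization. Tris pH 7.5/NaCl/DTT/BSA buffer.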
# S-ASM inh – blocks human secretory acid sphingomyelinase; Potency, µM (top dose mostly 57.5 µM), for inactives: top-dose activity change, negative = inhibition, actives largely listed as inhibitors; actives 0.006% (n = 340,000); P17405; placental ASM, HMU-PC fluorogenic substrate, 60 min; also: potency is read from the fitted curve at half-maximal effect
#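 Fluorescence read-out (Ex 386 nm, Em 447 nm) after stopping the reaction at pH 10. Enzyme: ASM from human placenta; substrate HMU-PC0, 9 uM final; 60 min, 37 °C. Compound preincubation 10 min, ambient temperature.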
# Integrin act MD – integrin-mediated muscular dystrophy alleviation activation; alpha7betagal myoblasts, beta-gal FDG fluorescence, 48 h; Potency, µM (top dose mostly 38.3 µM), inactives show at the highest dose activation, actives largely listed as activators; actives 0.064% (n = 350,000); AID 624291;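 also: potency is read from the fitted curve at half-maximal effect; 100% = response of the positive control SU9516; nearly all actives have a fitted effect of over 60% in size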
#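 Alpha7betagal+/- myoblasts (passage 13) were plated 16-24 hr, then exposed to compounds (1:260 dilution of DMSO stock) for 48 hours at 37C. After MPER lysis, β-galactosidase reporter activity was read as FDG fluorescence (ex 480/em 540) after 30 minutes.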
# MBNL1-CUG inh – inhibitors of human MBNL1 binding to CUG repeat RNA; TR-FRET MBNL1-His/biotin-(CUG)12 binding, 665/545 ratio; Potency, µM (series often up to 57.5 µM), for inactives: top-dose activity change, negative = inhibition, most hits filed as inhibitors; actives 0.036% (n = 280,000); active = well fitted inhibition curve with a large enough effect in the signal ratio, with a control signal flat, not every such curve was filed as active; inconclusive = small, poorly fitted or top-dose-only effect, or effect the other way, or a change in a side signal; inactive = no such curve, though single readings can be large or run the other way; the % refers to the signal ratio; also: potency is read from the fitted curve at half-maximal effect; % is scaled to controls: 0 for no effect and ±100 for the full control effect
#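 His-tagged MBNL1 binding to biotinylated (CUG)12 RNA was measured by TR-FRET using terbium anti-His antibody (0.055 ng/ul final) and streptavidin-XL665 (5 nM final). Compounds were titrated 92 nM to 58 uM; 60 min at room temperature.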
# GALK inh – galactokinase (human) inhibition; actives 0.007% (n = 270,000); P51570; Potency, µM (doses to about 57.5 µM), for inactives: top-dose activity change, negative = inhibition, usual class: inhibitors; Purified GALK, Kinase-Glo residual ATP luminescence; also: potency is read from the fitted curve at half-maximal effect; % is scaled to controls: 0 for no effect and ±100 for the full control effect
#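 Kinase-Glo Plus luminescence measured ATP left after a 1 h room-temperature reaction. The reaction used 5 nM GALK, 100 uM galactose and 35 uM ATP at pH 8.0 (20 mM HEPES, 5 mM MgCl2, 60 mM NaCl, 1 mM DTT, 0.01% BSA).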
# TRPV1 ag – activates the human vanilloid receptor TRPV1. Q8NER1. TRPV1-expressing cells, Fluo-8 calcium influx, agonist mode. activation, % at 8.33 µM. actives 0.19% (n = 320,000). AID 540275; in the data active = activation above about 80%; inconclusive = between about 30% and that limit; also: 0% is about no effect
#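 TRPV1-expressing cells were cultured overnight at 35.5C and loaded with Fluo-8 calcium dye for 40 to 90 min at room temperature. After a 10 s baseline, compound was added and calcium influx was read kinetically for 3 min (ex 480/em 520 nm).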
# Numbers without * were called inactive; ? = inconclusive; . = no result given; [ ] = remark or other dose. Unless noted, calls follow the shape of the dose curve; as a rule, active = well fitted curve in the direction sought with a large enough effect; inconclusive = small, poorly fitted or top-dose-only effect, or another doubt; inactive = no such curve, though single readings can be large; an effect the other way counts as inactive or inconclusive.
1. O=C(CSc1ccc(-c2cccc([N+](=O)[O-])c2)nn1)N1CCCCCC1
2. Cc1cccc(-n2c(O)c(C=NCCCN3CCOCC3)c3ccccc3c2=O)c1
3. CC(=O)Nc1ccc(S(=O)(=O)N2CCCC3CCCCC32)cc1 (configuration not stated)
4. O=C1C2C3C=CC(C3)C2C(=O)N1c1ccccc1OS(=O)(=O)c1ccccc1 (configuration not stated)
5. COc1ccc(-c2nc3ccc(C)cc3c(=O)o2)cc1OC
6. CCC(C)[C@H](N)c1nnc(SCC(=O)c2ccc(Cl)cc2)o1 (some centres not stated)

Screen / compound no.,1,2,3,4,5,6
Integrin act MD,?,-13%,-12%,0%,13%,19%
FBPA coupling cs,1,2,.,0,2,-2
GALK inh,2%,-2%,.,1%,-5%,1%
CXXC DNA block,1%,-15%,.,7%,-6%,8%
AT treatment,4%,-4%,-1%,3%,-14%,1%
KCNH2 WT inh,3,17,-2,-30,-5,-17
S-ASM inh,1%,5%,-6%,2%,45%,1%
MBNL1-CUG inh,.,?,.,-9%,-3%,7%
TRPV1 ag,8,2,13,0,-1,-2
KCNH2 3.1 block,8,4,0,6,7,-6

7. CCOC(=O)c1[nH]c(C)c(C(=O)OC(C)C(=O)Nc2ncc(Cl)cc2Cl)c1C (configuration not stated)
8. COc1c(C)cccc1C(=O)NCc1ccc2c(c1)OCO2
9. CCN(CC)S(=O)(=O)c1cc(NC(=O)CN2C(=O)NC(C)(c3ccccc3)C2=O)ccc1C (configuration not stated)
10. Cc1ccc(C(=O)OCCN2CCN(c3ncc(C(F)(F)F)cc3Cl)CC2)cc1
11. CCC12CN(S(=O)(=O)c3ccc(C)cc3)CC(CC)(CN(S(=O)(=O)c3ccc(C)cc3)C1)C2=O
12. CN(C)C(=O)C(=O)c1cccn1-c1cccc(Cl)c1C#N

Screen / compound no.,7,8,9,10,11,12
Integrin act MD,-22%,8%,0%,-5%,10%[7.66 µM],13%
FBPA coupling cs,-1,-3,4,-2,3,-1
GALK inh,-1%,-4%,0%,-2%,0%,1%
CXXC DNA block,2%,5%,11%,-13%,9%,3%
AT treatment,4%,-5%,12%,3%,-2%,4%
KCNH2 WT inh,-8,-9,2,25,25,-12
S-ASM inh,-1%,1%,0%,-2%,-3%,8%
MBNL1-CUG inh,-10%,-2%,-8%,-7%,-4%,5%
TRPV1 ag,6,3,0,8,13,2
KCNH2 3.1 block,5,-17,16,4,?,5

13. CCCCNC(=O)c1ccc(/C=C2\Oc3ccccc3N(C)C2=O)cc1
14. CCCCCCSc1cc(-c2nc3ccc(C)cn3c2NCc2ccccc2)ccc1OC
15. COc1ccc(C(=O)CSc2ccc(-c3ccccc3)nn2)cc1
16. NC(=O)NOCc1ccccc1F
17. CC1(C)C(=O)OC(c2c(F)c(F)c(F)c(F)c2F)C2(CCCCC2)C1=O (configuration not stated)
18. Clc1ccccc1-c1nnc(-c2ccc3c(c2)OCO3)o1

Screen / compound no.,13,14,15,16,17,18
Integrin act MD,30%,0%,13%,6%,25%,-10%
FBPA coupling cs,-3,.,-5,2,2,0
GALK inh,-3%,.,0%,-2%,0%,1%
CXXC DNA block,-8%,.,-5%,-10%,-3%,0%
AT treatment,-3%,23%,9%,5%,0%,14%
KCNH2 WT inh,0,-16,-11,2,-7,1
S-ASM inh,495%[activator],247%[activator],-1%,6%,-3%,-1%
MBNL1-CUG inh,3%,.,-10%,0%,1%,-5%
TRPV1 ag,14,?,?,2,?,?
KCNH2 3.1 block,15,-47,-5,10,7,-2

19. CCOc1ncccc1C(=O)OCc1nnc(-c2ccccc2)o1
20. CCOc1ccccc1NC(=S)N1CCC(NC(=O)c2ccco2)CC1
21. Nc1nc(=S)n(-c2ccccc2)[nH]1
22. O=C(O)CCc1cccnc1
23. COc1ccc(-c2ccc(-c3noc(-c4cccc(OC)c4)n3)c(OC)n2)cc1
24. O=C(c1ccccc1NS(=O)(=O)c1ccccc1[N+](=O)[O-])N1CCOCC1

Screen / compound no.,19,20,21,22,23,24
Integrin act MD,12%,4%,3%,10%,1%,14%
FBPA coupling cs,0,-1,-10,-1,3,3
GALK inh,7%,-1%,0%,5%,-1%,0%
CXXC DNA block,5%,-4%,2%,6%,14%,14%
AT treatment,2%,11%[11.5 µM],-1%,-1%,.,1%
KCNH2 WT inh,-7,-2,3,-19,-4,-22
S-ASM inh,0%,1%,-1%,0%,-1%,6%
MBNL1-CUG inh,-12%,9%,-8%,-14%,1%,5%
TRPV1 ag,1,-3,0,-5,-1,3
KCNH2 3.1 block,2,0,-3,-4,-2,0

# Overlap with the part before: four entries, then new ones.
21. Nc1nc(=S)n(-c2ccccc2)[nH]1
22. O=C(O)CCc1cccnc1
23. COc1ccc(-c2ccc(-c3noc(-c4cccc(OC)c4)n3)c(OC)n2)cc1
24. O=C(c1ccccc1NS(=O)(=O)c1ccccc1[N+](=O)[O-])N1CCOCC1
25. O=C(NCc1cccnc1)Nc1ccccc1F
26. Cc1ccccc1Cn1c(NC2CCCC2)nc2c1c(=O)[nH]c(=O)n2C
27. CCOc1ccccc1CNC(=O)CCCc1cn(C)c2ccccc12
28. Cc1ccnc(NS(=O)(=O)c2ccc(NC(=O)C3CCCNC3=O)cc2)n1 (configuration not stated)
29. COC(=O)c1ccc(/C=N/Nc2nc3ccccc3[nH]2)cc1
30. O=C(NCCN1CCOCC1)/C(=C/c1ccco1)NC(=O)c1ccccc1

Screen / compound no.,21,22,23,24,25,26,27,28,29,30
Integrin act MD,3%,10%,1%,14%,20%,-23%,-18%,11%,14%,?
FBPA coupling cs,-10,-1,3,3,3,4,0,.,-1,1
GALK inh,0%,5%,-1%,0%,3%,-2%,.,-5%,1%,-4%
CXXC DNA block,2%,6%,14%,14%,17%,2%,17%,4%,2%,9%
AT treatment,-1%,-1%,.,1%,0%,4%,-24%,1%,3%,0%
KCNH2 WT inh,3,-19,-4,-22,-4,1,16,0,1,25
S-ASM inh,-1%,0%,-1%,6%,1%,3%,-1%,-1%,-1%,1%
MBNL1-CUG inh,-8%,-14%,1%,5%,-12%,-2%,4%,-14%,7%,19%
TRPV1 ag,0,-5,-1,3,0,2,2,0,2,-4
KCNH2 3.1 block,-3,-4,-2,0,5,-1,-11,5,-3,21

# Single records, from the list above. Screens in order: Integrin act MD, FBPA coupling cs, GALK inh, CXXC DNA block, AT treatment, KCNH2 WT inh, S-ASM inh, MBNL1-CUG inh, TRPV1 ag, KCNH2 3.1 block
# O=C(O)CCc1cccnc1 is entered as 10%, -1, 5%, 6%, -1%, -19, 0%, -14%, -5, -4
# NC(=O)NOCc1ccccc1F is entered as 6%, 2, -2%, -10%, 5%, 2, 6%, 0%, 2, 10

# Next results follow:
31. CC(C)(C)c1ccc(OCC(=O)NNC(=O)Nc2ccccc2)cc1
32. CCOc1ccc2nc(Cl)c(C3CC(c4ccccc4)=NN3C(=O)c3ccco3)cc2c1 (configuration not stated)
33. COc1ccc(C(C(=O)NC2CCCCC2)N(Cc2ccco2)C(=O)c2ccccn2)c(OC)c1 (configuration not stated)
34. CC(=O)Nc1ccc(NC(=O)COc2ccccc2C(=O)Nc2cccc(Cl)c2Cl)cc1
35. CCOc1ccc(NC(=O)NNC(=O)C(C)Oc2ccccc2OC)cc1 (configuration not stated)
36. CCCc1nnc(NC(=O)CCC(=O)N2CCN(Cc3cc(Cl)ccc3OC)CC2)s1

Screen / compound no.,31,32,33,34,35,36
Integrin act MD,-13%,.,-9%,0%,14%,12%
FBPA coupling cs,1,-1,0,0,2,.
GALK inh,-2%,-2%,0%,1%,-4%,2%
CXXC DNA block,0%,14%,9%,-1%,10%,8%
AT treatment,-5%,1%,2%,6%,-2%,0%
KCNH2 WT inh,-17,.,-5,-11,27,10
S-ASM inh,2%,.,-4%,0%,1%,1%
MBNL1-CUG inh,-6%,.,1%,-5%,2%,-3%
TRPV1 ag,8,-1,4,1,-1,9
KCNH2 3.1 block,-2,.,0,-7,.,11

37. Cc1ccc(C(C#N)c2ccc3c(C(F)(F)F)cc(C(F)(F)F)nc3n2)cc1 (configuration not stated)
38. CCOc1cc(NC(=S)Nc2ccccc2OC)c(OCC)cc1NC(=O)c1ccccc1C
39. COc1ccc(N2CCN(C(=S)Nc3ccc(S(N)(=O)=O)cc3)CC2)cc1
40. CSc1ccccc1NC(=O)CN(C)CC(=O)Nc1ccc(Cl)cc1[N+](=O)[O-]

Screen / compound no.,37,38,39,40
Integrin act MD,-12%,-28%,-22%,14%
FBPA coupling cs,-1,-8,-3,4
GALK inh,0%,-2%,-2%,0%
CXXC DNA block,6%,10%,2%,8%
AT treatment,-1%,-4%,0%,0%
KCNH2 WT inh,-13,-3,3,-3
S-ASM inh,-16%,-1%,-2%,-5%
MBNL1-CUG inh,?,-3%,4%,?
TRPV1 ag,9,17,0,11
KCNH2 3.1 block,19,-5,5,-1
